p97 inhibitor: inhibitors of human p97 ATPase, primary screen, biochemical | recombinant p97 ATPase, Kinase-Glo ATP luminescence, 3 h | inhibition, % at 8 µM | AID 1481, 2009 | 220,000 tested, 0.42% active; in the data active means inhibition above about 15%;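 further: 0% = DMSO vehicle and 100% = wells lacking enzyme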
PGE2 EP2 inh: human EP2 receptor antagonists, primary screen, TR-FRET cAMP, C6 glioma cells | Prostaglandin E2 receptor EP2 subtype (Homo sapiens), P43116 | C6 glioma cells expressing human EP2; cells stimulated with saturating PGE2 | inhibition, % at 25 µM | 260,000 tested, 0.52% active;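 active means percent inhibition above 40 after rounding to a whole number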;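 further: rat C6 glioma host cells with rolipram phosphodiesterase inhibitor present; the protocol text gives 20 µM as final concentration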
Target sequence (P43116 whole entry, looked up): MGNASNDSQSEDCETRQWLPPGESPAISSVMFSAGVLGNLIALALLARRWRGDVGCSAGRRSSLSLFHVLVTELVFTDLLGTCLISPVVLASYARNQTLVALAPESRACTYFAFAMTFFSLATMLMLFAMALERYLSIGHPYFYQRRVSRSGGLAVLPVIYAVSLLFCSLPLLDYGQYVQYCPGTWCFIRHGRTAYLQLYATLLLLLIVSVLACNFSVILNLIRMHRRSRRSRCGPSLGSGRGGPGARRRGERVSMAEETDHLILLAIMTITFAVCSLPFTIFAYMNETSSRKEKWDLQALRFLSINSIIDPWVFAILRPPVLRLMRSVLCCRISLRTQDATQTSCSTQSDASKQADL
Furin inh: human furin inhibitors, primary screen, biochemical, fluorescence intensity. P09958. purified furin, fluorogenic substrate cleavage. inhibition, % at 30 µM. 220,000 tested, 0.061% active. AID 463115, 2010; in the data active means inhibition above about 25%; further: inactives centre near -15
p47phox inh: p47phox/p22phox peptide binding inhibitors, primary screen, biochemical, uHTS, NADPH oxidase regulatory subunit | 220,000 tested, 0.53% active | inhibition, % at 24.7 µM | fluorescence polarization, 2 h | Neutrophil cytosol factor 1 (Homo sapiens), P14598 | AID 1274, 2008;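 active means inhibition above about 30%, limit read from the data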;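 further: 0% = p47phox with labelled peptide and 100% = labelled peptide alone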
Target sequence (P14598 whole entry, looked up): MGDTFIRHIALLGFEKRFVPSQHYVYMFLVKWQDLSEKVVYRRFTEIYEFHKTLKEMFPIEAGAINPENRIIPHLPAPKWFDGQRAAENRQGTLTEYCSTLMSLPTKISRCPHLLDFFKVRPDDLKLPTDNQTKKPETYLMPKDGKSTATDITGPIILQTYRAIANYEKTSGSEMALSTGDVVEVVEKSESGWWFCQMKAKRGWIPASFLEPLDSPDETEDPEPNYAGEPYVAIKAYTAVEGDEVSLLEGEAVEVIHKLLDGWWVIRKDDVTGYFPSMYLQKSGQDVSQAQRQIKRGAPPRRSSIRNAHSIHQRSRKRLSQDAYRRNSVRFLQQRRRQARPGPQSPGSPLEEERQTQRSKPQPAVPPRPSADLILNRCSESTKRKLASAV
PPC-1+TRAIL kill: compounds killing PPC-1 cancer cells with TRAIL present, primary screen, TRAIL potentiator project, ATPLite luminescence, uHTS. 220,000 tested, 0.41% active. PPC-1 cells + TRAIL, ATPLite viability luminescence. cell killing (% activity), % at 4 µM;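 active means cell killing above 50% in the first pass at 4 µM, then a duplicate retest at 5 µM averaging 50% or more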;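 further: plate controls were cells with TRAIL plus DMSO for no effect and medium-only wells lacking cells for full effect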
Tb hexokinase: Trypanosoma brucei hexokinase 1 inhibitors, primary screen, biochemical, G6PDH-coupled NADH absorbance, MLSCN library. hexokinase 1 [Trypanosoma brucei]. recombinant TbHK1, G6PDH-coupled NADH A340. inhibition, % at 10 µM. 220,000 tested, 0.11% active. AID 1430, 2008;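 active means inhibition of 50% or more in the single-dose primary screen; inactive means inhibition below 50%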
Ba/F3 V617F tox: reduced viability of JAK2V617F-dependent Ba/F3 cells, primary screen, JAK2V617F inhibitor project, cell-based, Ba/F3 EpoR-JAK2V617F, luminescence; ATP luminescence; inhibition, % at 5.6 µM; 220,000 tested, 1.1% active; AID 1446, 2008;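 active means inhibition above the campaign mean plus 3 SD over all tested compounds, cut at about 24% in these data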;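 further: cytokine-independent growth of Ba/F3 cells driven by EpoR plus mutant JAK2; 0% = DMSO-treated cells and 100% = JAK inhibitor I control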
BaF3 tox: parental Ba/F3 cell viability inhibition, counter-screen for JAK2V617F inhibitor project, murine pro-B, CellTiter-Glo luminescence; inhibition, % at 5.6 µM; AID 1486, 2009; CellTiter-Glo ATP luminescence; 220,000 tested, 1.1% active;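 active means inhibition above a per-campaign cutoff, the mean inhibition of all tested compounds plus 3 SD, cut at about 27% in these data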;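 further: 0% = DMSO wells and 100% = JAK Inhibitor I control wells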
RBBP9 inhibitor: human RBBP9 inhibitors, primary screen, biochemical, fluorescence polarization, FP-Rh probe, HTS; inhibition, % at 7.94 µM; AID 1515, 2009; 220,000 tested, 0.2% active; Serine hydrolase RBBP9 (Homo sapiens), O75884; recombinant RBBP9;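 active means inhibition above the campaign mean of all tested compounds plus 3 SD, cut at about 14% in these data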;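 further: plate controls were DMSO wells with RBBP9 for no effect and wells lacking RBBP9 protein for full effect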
Target sequence (O75884 whole entry, looked up): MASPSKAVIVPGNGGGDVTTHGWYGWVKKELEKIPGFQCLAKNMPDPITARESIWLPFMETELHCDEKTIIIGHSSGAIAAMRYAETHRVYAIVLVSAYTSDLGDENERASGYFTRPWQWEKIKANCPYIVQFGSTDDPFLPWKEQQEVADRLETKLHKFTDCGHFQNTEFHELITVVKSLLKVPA
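Controls: DMSO-treated enzyme wells and wells lacking RBBP9 | Material: RBBP9 protein | Technique: Fluorescence polarization | Replication: Single well per compound, no replicates | Buffer or medium: Tris-NaCl-Pluronic buffer, pH 8.0 | Timing: 30 min compound preincubation, 45 min probe labeling, 25 °C | Read-out basis: Percent inhibition from mP, scaled between DMSO and no-protein wells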
Starred values were filed as active, the others as inactive; x = not tested or not shown; & = joins results of further samples; [ ] = dose if it differs, or a comment.

SMILES	p97 inhibitor	PGE2 EP2 inh	Furin inh	p47phox inh	PPC-1+TRAIL kill	Tb hexokinase	Ba/F3 V617F tox	BaF3 tox	RBBP9 inhibitor
Cc1ccc(C2C(=O)N(C3CCC(C)CC3)CC(=O)N2C2CCCC2)cc1 (stereo unspecified)	3	12	-24[20 µM]	-10	-16	-5	-4	1	1
CCC(=O)Nc1ccc(OCc2nnc3c4ccccc4c(C)nn23)cc1	2	10	-10	13	x	-5	-4	-1	2
O=C1N(c2ccc(Cl)c(Cl)c2)CN(Cc2ccccc2)CN1n1cnnc1	0	10	-9	-4	-4	18	-2	2	1
C=CCSc1nnc(NC(=O)Cn2cnc3c2c(=O)n(C)c(=O)n3C)s1	-4	1	-12	-6	5	1	3	8	1
CCC(C)C(NC(=O)/C(=C\c1ccccc1)NC(=O)c1ccc(OC)cc1)C(=O)O (stereo unspecified)	4	5	-9	-3	29	5	0	4	-3
COc1cccc(-c2csc(N3CCN(C(=S)Nc4cccc(C)c4)CC3)n2)c1	4	12	-22	-52	8	-1	-4	6	-4
O=C(Nc1c[nH]c(=O)[nH]c1=O)c1ccc([N+](=O)[O-])cc1	7	7	-19	-13	10	-5	3	5	-4
CSc1nc(Sc2ccccc2)c2ccccc2n1	1	14	-19[20 µM]	-16	10	-3	-2	5	-8
CS(=O)(=O)N1CCC(c2noc(-c3ccc(C(F)(F)F)cc3)n2)CC1	1	5	-11	-11	5	-1	-6	-1	-3
N#CC(c1ccc(O)cc1)c1ncc(C(F)(F)F)cc1Cl (stereo unspecified)	-8	11	-8	2	-7	9	1	5	-8
NC(=O)c1ccccc1NC(=O)Nc1cccc2ccccc12	2	8	-20	-8	1	0	1	3	-6
CN(CCc1cn[nH]c1)Cc1nc(Cc2ccccc2F)no1	0	8	-26	-6	3	0	-3	1	-8
CCNC(=O)CSc1nc2ccccc2c(=O)n1-c1cccc(OC)c1	-3	10	-19	-14	-8	-1	3	3	-5
Cc1cc(NCCO)c2ccccc2n1	-5	x	-7[20 µM]	-11	10	-25	0	2	-2
CC(=O)NCCn1c(SCC(=O)NC2CCCCC2)nc2ccccc2c1=O	2	6	-29	-9	3	0	-1	5	-3
COc1ccc(OCC(=O)NC(=S)NNC(=O)COc2ccc(Br)cc2Cl)cc1	5	7	-10	-6	6	0	0	5	5
Cc1occc1C(=O)N1CCN(c2ccc(Cl)c(Cl)c2)CC1	-6	10	-18[20 µM]	-4	30	4	-2	3	-9
CCO[C@H]1OC(C(=O)NC2CC2)=C[C@@H](c2ccccc2)[C@@H]1CCCO	x	12	-21	-8	-23	-10	x	x	x
COc1ccc(C2(CNC(C)=O)CCCC2)cc1OC	5	13	-23	2	17	2	-2	2	-4
N/C(=N\OC(=O)COc1ccc(Cl)cc1)c1ccc(Cl)cc1	4	5	-17	3	13	3	-4	1	-3

Compound profiles, from the list above. Order of values: p97 inhibitor | PGE2 EP2 inh | Furin inh | p47phox inh | PPC-1+TRAIL kill | Tb hexokinase | Ba/F3 V617F tox | BaF3 tox | RBBP9 inhibitor
`CS(=O)(=O)N1CCC(c2noc(-c3ccc(C(F)(F)F)cc3)n2)CC1` as listed: 1 | 5 | -11 | -11 | 5 | -1 | -6 | -1 | -3
`CCNC(=O)CSc1nc2ccccc2c(=O)n1-c1cccc(OC)c1` as listed: -3 | 10 | -19 | -14 | -8 | -1 | 3 | 3 | -5

(more compounds)
SMILES	p97 inhibitor	PGE2 EP2 inh	Furin inh	p47phox inh	PPC-1+TRAIL kill	Tb hexokinase	Ba/F3 V617F tox	BaF3 tox	RBBP9 inhibitor
CCCCNC(=O)OCCSCCS(=O)(=O)c1ccc(Cl)cc1	-1	4	-22	-11	-6	1	-2	-2	-2
COc1ccc(C2/C(=C(\O)c3ccc4c(c3)OCCO4)C(=O)C(=O)N2CCCN(C)C)cc1 (stereo unspecified)	-1	25	6	-1	-7	-21	-3	-1	0
CC(C)CCNC(=O)COC(=O)c1ccc(Br)o1	2	7	-24[20 µM]	6	-4	-6	-1	4	-2
Cc1ccnc(NS(=O)(=O)c2ccc(NC(=O)CCS(=O)(=O)c3ccccc3)cc2)n1	0	7	-24	-5	7	-4	-2	1	-11
COC(=O)c1ccccc1NC(=O)Cn1c(CCC(=O)O)ccc1-c1cccs1	2	9	-18[20 µM]	-14	7[5 µM]	-11	0	3	-3
CC1=C(C(=O)Nc2cccnc2)C(c2cccnc2)n2ncnc2N1 (stereo unspecified)	1	8	-15	-3	-7	-6	-4	1	-1
O=C(CSc1nnc(-c2ccc(Cl)cc2)n1-c1ccccc1)N/N=C/c1ccccc1C(=O)O	-2	2	-23	1	17	-8	4	9	0
O=C(NCCN1CCN(C(=O)Nc2ccccc2)CC1)Nc1ccccc1	8	14	-29	-5	17	4	-1	2	1
CCOC(=O)NCCc1ccc(OC)cc1	3	13	-15	-5	5	2	1	7	4
Cc1nc(-c2ccncc2)nc(NCCNc2ccc(C(F)(F)F)cn2)c1Cl	-2	5	-13	-12	10	-6	-3	0	-3
CC1C[C@@]2(NC(=O)NC2=O)C(C)CN1C (stereo partly specified)	-1	11	-20[20 µM]	-2	10	-12	-3	3	-3
CC1C/C(=N/NC(=O)c2ccc(CSc3nc4ccccc4[nH]3)cc2)CC(C)(C)C1 (stereo unspecified)	8	4	-8	-19	25	34	4	12	-29
COc1ccc(Cl)c(Cn2c(NCC(C)O)nc3c2c(=O)n(C)c(=O)n3C)c1 (stereo unspecified)	3	9	-18	-6	2	-2	2	7	5
CC(=O)N(C)Cc1ccc(C(=O)CCl)cc1	4	8	-14	2	4	-3	-4	-4	6
CCOC(=O)CSc1nc2cc3c(cc2cc1C)OCO3	-2	7&11	-30	-1	4	-16	1	10	-6
CC(NC(=O)c1ccccc1F)c1ccccc1 (stereo unspecified)	-2	1	-12	-2	11	-5	0	-7	-5
Cc1ccccc1NC(=O)c1ccc(CN(c2ccccc2)S(=O)(=O)c2ccccc2)cc1	3	9	-29	-28	2	8	0	2	-4
COc1ccc(-c2ccc(SCC(=O)Nc3nnc(C)s3)nn2)cc1	-2	8	-26	-12	50*[5 µM]	2	-2	6	-9
CN(C)/N=C/c1c(O)ccc2ccccc12	0	14	-19[20 µM]	-32	17	-15	-1	1	6
O=C(CSCc1ccc(Cl)cc1)NCc1ccccn1	-3	5	-16	-6	-4	2	0	4	-4

Some values from the entries so far.
For Tb hexokinase, CC(C)CCNC(=O)COC(=O)c1ccc(Br)o1 is listed with -6
For p47phox inh, CC1C/C(=N/NC(=O)c2ccc(CSc3nc4ccccc4[nH]3)cc2)CC(C)(C)C1 (stereo unspecified) is listed with -19

(more compounds)
SMILES	p97 inhibitor	PGE2 EP2 inh	Furin inh	p47phox inh	PPC-1+TRAIL kill	Tb hexokinase	Ba/F3 V617F tox	BaF3 tox	RBBP9 inhibitor
Cc1c(NC(=O)c2cc(=O)[nH]c3ccccc23)c(=O)n(-c2ccccc2)n1C	2	7	3[20 µM]	3	11	-13	-1	3	-7
CCCCNC(=O)c1onc(CSc2cccc(Cl)c2)c1C(=O)O	-2	9	-13[20 µM]	-3	13	-5	1	4	-6
COc1ccc(C2N(c3ccccn3)C(=O)C3CCCN32)c(OC)c1 (stereo unspecified)	7	8	-19	-12	28	-8	-7	0	8
CCN1CC(=O)Nc2cc(S(=O)(=O)N3CCOCC3)ccc21	0	3	-17	-7	14	-10	-4	-2	3
CCC(CC)C(=O)OCC(=O)Nc1cc(OC)c([N+](=O)[O-])cc1C	-3	1	-4	-3	9	-9	3	7	-10
CC(=O)NC1C(=O)N(CCc2ccccc2)c2ccccc21 (stereo unspecified)	7	5&9	-13	-5	-3	4	-4	1	1
CCOC(=O)c1c(/N=C/C2=C(O)CCCC2=O)sc2c1CCCC2	-7	6	15	-1	4	-14	3	2	-5
CC1(c2ccccc2)NC(=O)N(CCN2C(=O)c3ccccc3C2=O)C1=O (stereo unspecified)	5	2	-26	-12	11	-1	1	-2	-12
N#C/C(=C\c1ccc(N2CCCCC2)o1)C(N)=O	0	6	5	-24	8	-5	2	3	-6
Cc1nc2c3ccccc3n(CC(=O)c3ccc(F)cc3)c(=O)n2n1	-5	7	-23	-3	14	-4	1	6	-11
CC(C)CCNC(=O)NC(=O)COC(=O)CCN=C1NS(=O)(=O)c2ccccc21	4	10	-23	7	12	-5	-1	-1	5
N#C/C(=C/c1ccccc1[N+](=O)[O-])C(=O)NCc1ccco1	1	6	-17	-4	9	-2	4	8	2
CCOc1ccc(-c2cc(C(=O)N3CCN(c4ccccn4)CC3)c3ccccc3n2)cc1	2	17	-25[20 µM]	0	81*[5 µM]	2	-4	6	-3
Cc1ccccc1CN1CCSc2sccc2C1=O	2	1	-26	-5	32	1	-2	0	-2
CCN(CC)S(=O)(=O)c1cc(NS(=O)(=O)c2c(Cl)cccc2Cl)ccc1C	-1	10	-3	-71	6	3	4	5	-18
O=C(Cn1cnc2c(nnn2Cc2ccccc2)c1=O)N1CCCc2ccccc21	4	x	-22	-5	-8	-3	-2	7	-2
CN(C)CCNC(=S)Nc1ccc(F)c(F)c1F	4	8	-20	-8	-1	3	-3	5	-4
O=C(c1ccccc1F)N1CCN(S(=O)(=O)c2ccc3c(c2)OCCO3)CC1	-8	5	-30	-11	7	-10	1	14	-6
O=C(COC(=O)c1n[nH]c2ccccc12)Nc1ccc([N+](=O)[O-])cc1	4	6	-24	-23	12	-11	2	6	-1
Cc1c(Cl)cccc1NC(=O)COc1ccc(S(=O)(=O)N2CCOCC2)cc1	3	5	-27[20 µM]	1	4	-8	-6	0	-3
O=C(COc1ccccc1)NC(=S)Nc1ccc2c3c(cccc13)CC2	-5	20	-15[20 µM]	-23	14	-15	-1	0	2
O=C(Nc1ccccc1)O/N=C/c1ccccc1Cl	-2	5	-12[20 µM]	-5	-6	-2	0	6	-9
O=[N+]([O-])c1ccc(N/N=C/c2ccccc2)cc1	3	10	-17	-12	-7	-11	-1	-2	-1
C/C(=N/NC(=O)Cc1cccn1C)c1ccccc1	3	6	-19[20 µM]	-1	9	-2	-5	-1	1
OC1(c2ccccc2)CCN(Cc2ccccc2)C2CCCCC21 (stereo unspecified)	0	6	-9	-10	16	21	1	12	4
CC1CCCN(S(=O)(=O)c2ccc(NC(=O)CCN3C(=O)c4ccccc4C3=O)cc2)C1 (stereo unspecified)	-4	13	-22[20 µM]	-14	-4	-5	-3	2	-12
Brc1ccc(CN2CCN(c3ccccn3)CC2)s1	5	x	-27[20 µM]	-19	14	-3	-2	3	4
CCOc1ccc(N(CC(=O)NC2CCCC2)C(=O)CCC(=O)Nc2ccccn2)cc1	-6	16&10	-28	-4	-6	5	3	7	-3
O=C1NC[C@H](c2ccccc2)N(CCc2cc(C(F)(F)F)cc(C(F)(F)F)c2)C1=O	x	17	-34	-20	24	-10	x	x	x
COc1cc2nc(SCC(=O)c3ccc(Br)cc3)n3nc(C)nc3c2cc1OC	3	11	-22	-23	32	-21	-2	9	-4
CC(=O)c1ccc(NC(=O)C(C)OC(=O)COc2ccc(C#N)cc2)cc1 (stereo unspecified)	-1	4	-20	-30	8	-2	2	9	5
Cc1cc(Cl)ccc1OCC(=O)N/N=C1\CC2C=CCC12 (stereo unspecified)	-1	6	-26	-2	2	-6	1	3	-6

Bioassay records as filed in PubChem.

Only part of the results is shown; count on the stated rates, not on these rows.
